NR2E3 ag-1 – agonists of human nuclear receptor NR2E3; GST-NR2E3/biotin-RetCOR TR-FRET, 1536-well; Q9Y5X4; AID 2300; 320,000 compounds, 0.12% hits; inhibition of corepressor binding, % at 4.78 µM;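 active means percent inhibition above the cutoff of mean plus 3 SD of all tested compounds, set per screening campaign, cut at about 20% in these data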;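 further: 0% = DMSO wells and 100% = biotin wells as full block of FRET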
Target sequence (Q9Y5X4 whole entry, looked up): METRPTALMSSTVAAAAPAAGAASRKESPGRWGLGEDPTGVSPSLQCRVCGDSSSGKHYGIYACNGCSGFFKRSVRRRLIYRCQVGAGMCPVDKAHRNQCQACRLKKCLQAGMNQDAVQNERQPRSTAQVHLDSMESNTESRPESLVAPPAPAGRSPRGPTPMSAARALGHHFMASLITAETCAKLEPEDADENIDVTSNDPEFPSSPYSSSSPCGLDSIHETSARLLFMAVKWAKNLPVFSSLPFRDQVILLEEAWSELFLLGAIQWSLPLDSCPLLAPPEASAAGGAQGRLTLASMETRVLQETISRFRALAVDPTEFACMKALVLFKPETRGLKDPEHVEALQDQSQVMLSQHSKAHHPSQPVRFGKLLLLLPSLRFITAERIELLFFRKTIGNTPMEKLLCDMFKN
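Material: NR2E3–RetCOR corepressor complex | Quantity: 1.35 nM GST-tagged NR2E3 final | Schedule: 5 h at 4 °C | Replication: Singlicate compound wells | Reagent: RetCOR corepressor, biotinylated, 7 nM | Controls: Biotin wells as high control, 0.6% DMSO wells as low control | Signal: TR-FRET, Eu(K)-anti-GST donor, streptavidin-D2 acceptor, ex 340, em 617/671 nm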
TRPM1 prom inh – MITF TRPM1 promoter inhibition in SK-MEL-5 cells. SK-MEL-5 TRPM1 promoter luciferase, 24 h. inhibition, % at 12.5 µM. 330,000 compounds, 0.83% hits;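 active means mean inhibition across replicates of 60% or more, whatever share of single replicates reaches that level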; further: values of inactives mirror those of a sister screen read the other way
NR2E3 ag-2 – agonists of human NR2E3 nuclear receptor; CHO-S Gal4-NCOR/VP16-NR2E3 two-hybrid, luciferase; 360,000 compounds, 0.35% hits; inhibition of corepressor binding, % at 3.98 µM; AID 602229;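 active means inhibition above the mean of all tested compounds plus 3 SD, cut at about 70% in these data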;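 further: 0% = DMSO with NR2E3 transfected cells and 100% = cells lacking NR2E3 construct; higher means lower luciferase signal from less NR2E3 corepressor binding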
CaV13 ICDI inh – Disruptors of the CACNA1D IQ motif to Ca2+-dependent inactivation inhibitor domain association, primary screening, Förster resonance energy transfer in intact living …. HEK cells, CFP/YFP FRET ICDI-IQ, plate reader, 10 min; percent FRET-ratio fall versus neutral wells. inhibition, % at 12.3 µM. 340,000 compounds, 0.098% hits. AID 743397;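 active means mean replicate inhibition of at least 30% and at least 1% of replicates passing that level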;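 further: 0% = median of the neutral control wells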
PDI turbidity – inhibitors of human protein disulfide isomerase; inhibition, % at 10 µM; PDI insulin aggregation turbidity, A650, 90 min; P07237; 350,000 compounds, 0.052% hits;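 active means mean inhibition across replicates of 30% or more, whatever share of single replicates reach that level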;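 further: absorbance from insulin aggregation driven by PDI reduction with DTT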
Target sequence (P07237 whole entry, looked up): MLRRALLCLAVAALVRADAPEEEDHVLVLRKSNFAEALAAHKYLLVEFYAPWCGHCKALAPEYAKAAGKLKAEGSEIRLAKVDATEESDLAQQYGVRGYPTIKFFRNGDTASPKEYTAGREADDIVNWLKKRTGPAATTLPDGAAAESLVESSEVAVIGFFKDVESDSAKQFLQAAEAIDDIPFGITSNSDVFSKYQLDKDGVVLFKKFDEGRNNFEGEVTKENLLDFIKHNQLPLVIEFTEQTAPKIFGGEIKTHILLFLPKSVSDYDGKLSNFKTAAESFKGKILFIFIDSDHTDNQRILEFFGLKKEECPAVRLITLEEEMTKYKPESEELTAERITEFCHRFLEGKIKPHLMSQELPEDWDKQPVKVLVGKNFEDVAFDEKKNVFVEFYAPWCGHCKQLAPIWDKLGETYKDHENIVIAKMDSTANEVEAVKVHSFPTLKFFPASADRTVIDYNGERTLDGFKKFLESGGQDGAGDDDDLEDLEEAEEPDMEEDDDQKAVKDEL
aDG glyco up – increases alpha dystroglycan glycosylation; Pro5-aDG cells, alpha-DG glycosylation AlphaScreen (IIH6); 0% Pro5, 100% B10-LARGE cell signal; activation, % at 10 µM; 360,000 compounds, 0.22% hits;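 active means activation of at least 8% versus controls, or a plate z-score of at least 8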;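 further: Pro5 are CHO cells carrying HIG-tagged alpha-DG that lacks glycosylation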
Exocytosis inh – lytic granule exocytosis inhibition; 360,000 compounds, 0.66% hits; TALL-104 LAMP-1 surface exposure, flow cytometry; cells stimulated with thapsigargin and PMA; inhibition, % at 10 µM;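 active means inhibition above about 55%, limit read from the data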
Vif inh – inhibitors of HIV Vif; inhibition, % at 7.49 µM; 340,000 compounds, 0.35% hits; HEK293T cells, Vif self-association by quenched fluorescence, imaging, 24 h; in the data active means inhibition above about 50%, passing the limit was not always enough; further: some results filed as inactive read as strong as hits
Peg3 promoter – reduces Peg3 promoter-driven luciferase expression in HeLa. AID 588405. inhibition, % at 20 µM. 360,000 compounds, 1.7% hits. HeLa PEG-Prom luciferase reporter, luminescence, overnight;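 active means inhibition of at least 50% at 20 µM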
iPSC survival up – increases survival of single human iPS cells. hiPSC single-cell survival, ATPlite luminescence; 100% = ROCK inhibitor wells, 0% = DMSO. survival enhancement, % at 20 µM. 360,000 compounds, 0.044% hits. AID 602274; in the data active means survival enhancement above about 18%;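 further: cells exposed to compounds for 16 hours before the ATP read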
HIF-2a inh – inhibitors of HIF-2a | inhibition, % at 18.8 µM | 360,000 compounds, 0.72% hits | 786-0 RCC cells HIF-2a reporter, luciferase luminescence, overnight;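 active means inhibition of the luminescence signal of 40% or more relative to plate controls, in a single-dose primary screen at 18.75 µM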
Numbers without * were called inactive.

For Cc1csc(=O)n1CC(=O)OC(C)C(=O)Nc1ccc(N(C)C)cc1 (stereo not given) the results were TRPM1 prom inh -5.0, NR2E3 ag-2 -0.1, CaV13 ICDI inh -6.1, PDI turbidity 2.5, aDG glyco up -0.1, Exocytosis inh 0.0, Vif inh -0.9, Peg3 promoter -11.9, iPSC survival up -0.4 and HIF-2a inh -24.0.
`CN(Cc1ccccc1)C(=O)CCS(=O)(=O)c1ccc2c(c1)n(C)c(=O)c(=O)n2C` gave NR2E3 ag-1 1.1, TRPM1 prom inh 7.4, NR2E3 ag-2 19.7, CaV13 ICDI inh 9.1, PDI turbidity -6.9, aDG glyco up 0.9, Exocytosis inh -3.6, Vif inh 6.7, Peg3 promoter -3.8, iPSC survival up 0.5 and HIF-2a inh 18.0.
Screening CC(Sc1ccsc1[N+](=O)[O-])C(=O)NCCc1ccc(Cl)cc1 (stereo not given) returned NR2E3 ag-1 3.9, TRPM1 prom inh 1.5, NR2E3 ag-2 -20.5, CaV13 ICDI inh -3.5, PDI turbidity 6.5, aDG glyco up 0.6, Exocytosis inh 7.5, Vif inh -4.8, Peg3 promoter 16.3, iPSC survival up 5.1 and HIF-2a inh 9.1.
For COc1ccc(-c2ccnc3c(C#N)cnn23)cc1 the results were NR2E3 ag-1 6.0, TRPM1 prom inh -7.6, NR2E3 ag-2 11.1, CaV13 ICDI inh -2.8, PDI turbidity 2.7, aDG glyco up 0.4, Exocytosis inh 2.9, Vif inh 1.4, Peg3 promoter -10.1, iPSC survival up 2.0 and HIF-2a inh 1.8.
Screening Cc1ccc(S(=O)(=O)N(C)C)cc1NC(=O)COC(=O)c1ccc2c(c1)OCO2 returned NR2E3 ag-1 0.3, TRPM1 prom inh 7.2, NR2E3 ag-2 -0.4, CaV13 ICDI inh -5.0, PDI turbidity 2.9, aDG glyco up -0.3, Exocytosis inh 1.5, Vif inh -2.2, Peg3 promoter 8.0, iPSC survival up 0.0 and HIF-2a inh 6.4.
For O=C(NNC(=O)c1ccncc1)Nc1cccc(C(F)(F)F)c1 the results were TRPM1 prom inh 7.4, NR2E3 ag-2 -11.2, CaV13 ICDI inh -6.0, PDI turbidity 5.6, aDG glyco up -0.3, Exocytosis inh -1.5, Vif inh -9.2, Peg3 promoter -1.1, iPSC survival up 0.4 and HIF-2a inh 6.2.
For O=C(O)Cn1ccc2cc(S(=O)(=O)N3CCCCC3)ccc21 the results were NR2E3 ag-2 -8.6, CaV13 ICDI inh -10.1, PDI turbidity -0.2, aDG glyco up -0.1, Exocytosis inh -2.6, Peg3 promoter -15.0, iPSC survival up 1.6 and HIF-2a inh 7.7.
Screening COc1ccc(NC(=O)CSc2nc3c(cc2C#N)CN(C)CC3)cc1 returned NR2E3 ag-1 -0.4, TRPM1 prom inh -1.3, NR2E3 ag-2 -3.0, PDI turbidity 9.8, aDG glyco up -0.2, Exocytosis inh -4.7, Peg3 promoter 4.7, iPSC survival up -0.4 and HIF-2a inh 5.3.
COc1ccc(Cn2c(CCC(=O)NCc3ccco3)nc3cccnc32)cc1 was read as NR2E3 ag-1 0.1, TRPM1 prom inh -2.9, NR2E3 ag-2 -0.2, CaV13 ICDI inh -9.1, PDI turbidity 9.6, aDG glyco up 0.4, Exocytosis inh -1.3, Vif inh 0.6, Peg3 promoter -8.7, iPSC survival up -0.8 and HIF-2a inh 0.0.
For Cc1cccc(NC(=O)c2cccc(N3C(=O)C4C5CCC(C5)C4C3=O)c2)c1C (stereo not given) the results were NR2E3 ag-1 -1.7, TRPM1 prom inh 9.5, NR2E3 ag-2 -27.8, CaV13 ICDI inh -5.7, PDI turbidity -0.4, aDG glyco up 0.2, Exocytosis inh 1.2, Vif inh 5.8, Peg3 promoter 7.5, iPSC survival up 2.4 and HIF-2a inh -7.7.
Screening COc1cccc(CNc2ccc(F)c([N+](=O)[O-])c2)c1O returned NR2E3 ag-1 3.6, TRPM1 prom inh -24.5, NR2E3 ag-2 -35.2, CaV13 ICDI inh -4.3, PDI turbidity 0.4, aDG glyco up 0.0, Exocytosis inh 15.3, Vif inh 0.3, Peg3 promoter -90.1, iPSC survival up 7.3 and HIF-2a inh 0.4.
`CC(C)CC(=NNC(=O)c1ccncc1)c1cc(Cl)ccc1O` gave TRPM1 prom inh 54.8, NR2E3 ag-2 10.9, CaV13 ICDI inh -23.1, PDI turbidity 3.6, aDG glyco up 1.3, Exocytosis inh -11.6, Vif inh 55.1*, Peg3 promoter 63.6*, iPSC survival up -1.2 and HIF-2a inh 14.2.
`Cc1cnc(C)c(Nc2nc(C(N)c3ccccc3)cs2)n1` (stereo not given) gave NR2E3 ag-2 -30.7, CaV13 ICDI inh -6.4, PDI turbidity -1.5, aDG glyco up 0.2, Exocytosis inh -13.4, Vif inh 17.2, Peg3 promoter -2.9, iPSC survival up 2.7 and HIF-2a inh 6.4.
`CCOC(=O)c1c(C)c(C(=O)NCc2ccccc2OC)c(C)n1C` gave NR2E3 ag-1 3.4, TRPM1 prom inh -3.3, NR2E3 ag-2 -32.7, CaV13 ICDI inh -5.4, PDI turbidity 6.0, aDG glyco up 0.3, Exocytosis inh 5.2, Vif inh 0.8, Peg3 promoter -10.9, iPSC survival up 3.9 and HIF-2a inh 12.1.
O=C(Nc1ccccc1)N1CCc2ccccc2C1 was read as NR2E3 ag-1 -0.2, TRPM1 prom inh -31.5, NR2E3 ag-2 -117.6, CaV13 ICDI inh -5.6, PDI turbidity 1.4, aDG glyco up 0.8, Exocytosis inh -1.2, Vif inh -2.8, Peg3 promoter -182.9, iPSC survival up -3.6 and HIF-2a inh -216.8.
For Cc1ccc(NC(=O)CCN2CCN(CCO)CC2)cc1Br the results were NR2E3 ag-1 1.3, TRPM1 prom inh -3.6, NR2E3 ag-2 6.7, CaV13 ICDI inh 3.2, aDG glyco up 0.3, Exocytosis inh -4.5, Vif inh 19.1, Peg3 promoter -6.0, iPSC survival up -1.7 and HIF-2a inh -12.5.
Cc1ccc(CCN=c2c([N+](=O)[O-])nn(-c3ccccc3)n2O)cc1 was read as NR2E3 ag-1 -1.7, TRPM1 prom inh -7.1, NR2E3 ag-2 -12.1, CaV13 ICDI inh 9.8, PDI turbidity 2.0, aDG glyco up 0.0, Exocytosis inh 17.9, Vif inh -9.3, Peg3 promoter -15.2, iPSC survival up -0.4 and HIF-2a inh -53.4.
Cc1ccc(C(=O)NCC(=O)OCC(=O)N2CC(C)OC(C)C2)cc1 (stereo not given) was read as NR2E3 ag-1 7.4, TRPM1 prom inh 9.8, NR2E3 ag-2 -18.4, CaV13 ICDI inh -6.3, PDI turbidity -2.1, aDG glyco up -0.2, Exocytosis inh -6.2, Vif inh -0.9, Peg3 promoter -4.7, iPSC survival up 0.3 and HIF-2a inh -1.5.
For N#Cc1ccc(NC(=O)c2nc(-c3ccccc3)n(-c3ccccc3)n2)cc1 the results were NR2E3 ag-1 -4.5, TRPM1 prom inh 0.0, NR2E3 ag-2 -47.6, PDI turbidity -3.2, aDG glyco up 0.4, Exocytosis inh 1.2, Vif inh -1.0, Peg3 promoter 0.1, iPSC survival up 0.2 and HIF-2a inh -6.5.
Screening COc1ccc2[nH]c(CN3CCC(n4nccc4NC(=O)C4CC4)CC3)c(C)c2c1 returned NR2E3 ag-1 3.3, TRPM1 prom inh 3.1, NR2E3 ag-2 1.6, CaV13 ICDI inh -2.1, PDI turbidity 1.6, aDG glyco up 0.4, Exocytosis inh -1.5, Vif inh 2.2, Peg3 promoter 0.7, iPSC survival up -0.1 and HIF-2a inh 7.5.
`Cc1c(C(=O)Nc2cccc(S(=O)(=O)N3CCCC3)c2)oc2ccccc12` gave NR2E3 ag-1 -1.5, TRPM1 prom inh -15.5, NR2E3 ag-2 -20.1, CaV13 ICDI inh -2.6, PDI turbidity 1.6, aDG glyco up -0.2, Exocytosis inh -0.9, Vif inh 1.3, Peg3 promoter 3.7, iPSC survival up -0.1 and HIF-2a inh -17.2.
Screening COc1ccc(/C=C2/C(=O)N(c3ccccc3)N=C2C)c(OC)c1 returned TRPM1 prom inh -3.2, NR2E3 ag-2 -4.5, CaV13 ICDI inh -5.2, PDI turbidity 1.3, aDG glyco up -0.1, Exocytosis inh -20.1, Vif inh -10.8, Peg3 promoter 15.4, iPSC survival up 0.3 and HIF-2a inh 14.3.
O=C(CN1C(=O)CCSc2ccccc21)Nc1cccc(F)c1 was read as NR2E3 ag-1 0.4, TRPM1 prom inh 6.1, NR2E3 ag-2 -10.6, CaV13 ICDI inh -4.0, PDI turbidity 1.1, aDG glyco up 0.2, Exocytosis inh -4.6, Vif inh 0.6, Peg3 promoter 12.1, iPSC survival up 4.3 and HIF-2a inh 18.8.
For COc1ccc(/C=N/NC(=O)c2cccc(NC(=O)c3ccccc3Cl)c2)cc1 the results were NR2E3 ag-1 3.1, TRPM1 prom inh 13.0, NR2E3 ag-2 -95.2, CaV13 ICDI inh -7.4, PDI turbidity -21.3, aDG glyco up 0.1, Exocytosis inh -10.5, Vif inh 8.5, Peg3 promoter -132.3, iPSC survival up -0.6 and HIF-2a inh -154.5.
`CN(C)C(=O)COC(=O)c1cccc(S(=O)(=O)N2CC3(C)CC2CC(C)(C)C3)c1` (stereo not given) gave NR2E3 ag-1 2.2, TRPM1 prom inh 7.2, NR2E3 ag-2 -20.9, CaV13 ICDI inh -5.6, PDI turbidity -3.1, aDG glyco up 0.1, Exocytosis inh 0.3, Vif inh -1.8, Peg3 promoter 20.2, iPSC survival up -0.5 and HIF-2a inh 15.4.
For COc1ccc(CCNC(=O)CN2CCC(n3nnc4cc(F)ccc43)CC2)cc1OC the results were TRPM1 prom inh 2.9, NR2E3 ag-2 4.3, CaV13 ICDI inh -8.3, PDI turbidity 10.5, aDG glyco up -0.2, Exocytosis inh 3.9, Vif inh -0.5, Peg3 promoter 16.5, iPSC survival up 1.2 and HIF-2a inh 4.1.
`Cc1ccc(OCCCN2CCC(C(O)(c3ccccc3)c3ccccc3)CC2)cc1` gave NR2E3 ag-2 7.5, CaV13 ICDI inh -6.1, aDG glyco up 2.4, Exocytosis inh 18.6, iPSC survival up -1.0 and HIF-2a inh -2.8.
`Cc1onc(-c2ccccc2)c1C(=O)NN1CCOCC1` gave NR2E3 ag-2 -2.1, CaV13 ICDI inh -1.4, PDI turbidity -1.7, aDG glyco up 0.3, Exocytosis inh 1.2, Vif inh 34.5, Peg3 promoter -2.8, iPSC survival up -0.6 and HIF-2a inh 7.3.
`O=C(NCCc1ccccn1)c1c(-c2ccsc2)sc2ccccc12` gave TRPM1 prom inh -1.9, NR2E3 ag-2 8.4, CaV13 ICDI inh -5.0, PDI turbidity -5.8, aDG glyco up -0.3, Exocytosis inh -1.6, Peg3 promoter -20.1, iPSC survival up -2.9 and HIF-2a inh -12.2.
